Screening data as filed in PubChem.
Htt clearance = clearance of mutant huntingtin inclusions, primary screen, imaging, HeLa Exon1htt(103Q)mCFP, confocal imaging; aggregate imaging; zero = plate's median compound well; inhibition, % at 1.5 µM; actives 0.42% (n = 47,000); AID 853, 2007;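 active = inhibition of aggregate fluorescence above about 70%, also judged a hit by eye on the cell image, limit read from the data, passing the limit was not always enough; inconclusive = no rule stated for this call; inactive = not judged a hit on image review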;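 also: cells exposed to compound for three days before fixation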
Htt clearance grain fraction = recorded beside Htt clearance, whose call it bears; fraction fluorescence in grains; measured here: aggregate grain fluorescence fraction; active compounds read low;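 scaled fraction of total cell fluorescence in grains with unit not stated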
The depositor's hits bear a star; ? = inconclusive; . = not tested or not shown. The list is partial. The share of hits here may be higher or lower than overall.

SMILES | Htt clearance | Htt clearance grain fraction
CCC1Oc2ccc(C)cc2N(CC(=O)NCC2COc3ccccc3O2)C1=O (stereo not drawn) | 26 | 33
COc1ccc2oc(=O)cc(C)c2c1 | 5 | 29
COc1ccc(CN(C)CCc2ccccn2)c(OC)c1OC | -225 | 103
O=C(c1ccccc1NS(=O)(=O)c1cccs1)N1CCOCC1 | 18 | 16
Cc1ccc(-n2ncc3c(=O)n(CC(=O)N4CCN(c5ccccc5F)CC4)cnc32)cc1C | ? | .
COCCCNc1c2c3c(cccc3[nH]c1=O)C(=O)c1ccccc1-2 | 52 | 16
CS(=O)(=O)N(CC(=O)Nc1ccc2c(c1)OCO2)c1ccc2c(c1)OCO2 | 9 | 28
FC(F)(F)c1cccc(-c2ccc(-c3csnn3)o2)c1 | 22 | 25
CCC(C)NC(=O)C1CCN(S(=O)(=O)CC)CC1 (stereo not drawn) | -24 | 48
CCSc1nnc(CNc2ccc(F)cc2)n1CC1CCCO1 (stereo not drawn) | -46 | 54
CCCOC(=O)CN1C(=O)c2ccccc2C1=O | 19 | 31
CCCn1c(SCC(N)=O)nc2c(c1=O)C1(CCCC1)Cc1ccccc1-2 | -76 | 61
c1coc(C2Nc3cccc4cccc(c34)N2)c1 | -16 | 46
COc1ccc(CN2CCCCC2C(=O)Nc2ccc(OC)c(OCC(C)C)c2)cc1OC (stereo not drawn) | -11 | 21
CCOC(=O)C1CCCN(C(=O)c2ccc(CS(=O)(=O)Cc3ccccc3C)o2)C1 (stereo not drawn) | -10 | 20
COc1ccc(CCNC(=O)C2CCN(c3ccc(N4CCOCC4)nn3)CC2)c(OC)c1 | 6 | 49
OC1CCN(c2c3c(nc4cc(-c5ccc(F)cc5)nn24)CCC3)CC1 | -15 | 45
CCc1nnc(NC(=O)c2cccc(S(=O)(=O)N3CCc4ccccc43)c2)s1 | -16 | 43
O=C(NCCN1CCOCC1)C1CCC(=O)N1Cc1ccc(F)cc1 (stereo not drawn) | -1 | 32
COc1cccc(Nc2c(F)c(F)c(F)c(F)c2C(=O)O)c1 | 34 | 13
CCOC(=O)c1cnc(SC)nc1Sc1cc(Cl)ccc1Cl | 26 | 28
Cn1cccc1CNC(=O)Nc1ccccc1 | -34 | 27
COc1ccccc1N1C(=O)C2CC(C)=C(C)CC2C1=O (stereo not drawn) | 14 | 33
CC12CCC(C(=O)NCc3ccc4c(c3)OCO4)(CC1=O)C2(C)C (stereo not drawn) | 3 | 18
OCCN1CCN(C2Cc3cc(Cl)ccc3Sc3ccc(Cl)cc32)CC1 (stereo not drawn) (tested in a mixture with another compound) | 46 | 9.5
CCCN1CNC(=S)N(c2cc(C)ccc2C)C1 | -6 | 22
COc1cc(NS(=O)(=O)c2ccc(NC(=O)C34CC5CC(CC(C5)C3)C4)cc2)ncn1 | -28 | 45
CCOC(=O)N1CCN(C(=O)C2CCN(S(=O)(=O)c3ccc(Cl)cc3)CC2)CC1 | -2 | 24
Cc1ccc(CN(c2ccc(C(=O)NCc3ccc4c(c3)OCO4)cc2)S(C)(=O)=O)cc1 | 43 | 14
COc1ccc(CN2CCCC(C(=O)N3CCCC3)C2)cc1 (stereo not drawn) | 37 | 24
O=S(=O)(c1ccc(F)cc1)N(CCO)CC(O)Cn1c2ccccc2c2ccccc21 (stereo not drawn) | -6 | 20
O=C(CCCN1C(=O)c2ccccc2C1=O)Oc1ccc(F)cc1 | -86 | 36
Cc1cc(C(F)(F)F)n2ncc(-c3ccccc3)c2n1 | -30 | 26
CCSc1nnc(NC(=O)C(C)(C)C)s1 | 50 | 10
Cc1ccc(S(=O)(=O)N(C)CC(=O)OCc2nnc(-c3ccccc3)o2)cc1 | -27 | 45
CCCc1nnc(SCC(=O)N2CCCCC2)n1CC1CCCO1 (stereo not drawn) | -56 | 62
COc1ccc(CNC(=O)c2cc3c(s2)CS(=O)C3)cc1 (stereo not drawn) | 26 | 30
COc1cccc(NC(=O)CNC(=O)c2ccc(F)cc2)c1 | 10 | 18
Cc1cccc(-n2c(=O)cc(N3CCN(c4ccc(F)cc4)CC3)[nH]c2=O)c1 | 35 | 20
CC(=O)OCc1nc2sc(C)c(C)c2c(=O)[nH]1 | 42 | 10
CCN1CCN(c2ccc(NC(=O)c3ccc4c(c3)OCO4)cc2)CC1 | 34 | 12
CN(C(=O)c1ccccc1)C1(C)CCS(=O)(=O)C1 (stereo not drawn) | 5 | 16
C=CCn1c(SCC(=O)C(C)(C)C)nnc1-c1ccccn1 | -38 | 64
Cc1cccc(CSC2=NCCN2C(=O)c2ccc(Br)o2)c1 | 47 | 22
CCCCN(C)C(=O)CS(=O)(=O)Cc1nc(-c2cccc(OC)c2)oc1C | -7 | 33
Cc1nn(-c2ccccc2)c(-c2ccccc2)c1C(=O)O | -16 | 44
Cc1ccccc1C1CC(c2ccc(Br)cc2)Nc2nc(N)nn21 (stereo not drawn) | 14 | 27
Cc1ccc(CN(N=Nc2nonc2N)c2nonc2N)c(C)c1 | 42 | 11
CCOc1cc(C(=O)N2CCCC2)cc(OCC)c1OCC | 6 | 18
CCOCC(=O)Nc1nnc(SCCOC)s1 | -7 | 22
CCOc1ccc(NC2=NCC(=O)N2Cc2cccs2)cc1 | 66 | 13
Cc1cc(C(=O)COC(=O)CCc2nc3ccccc3s2)c(C)n1C | 24 | 15
Cn1c(SCc2ccccc2Cl)nc2ccccc21 | 12 | 14
O=C(CSc1ncccc1C(=O)O)NCCC1=CCCCC1 | -1 | 37
C=C(C)CSc1nc2c(c(=O)[nH]c(=O)n2C)n1CCC(C)C | -58 | 76
CCCS(=O)(=O)N1CCCC(C(=O)N2CCN(C(=O)OCC)CC2)C1 (stereo not drawn) | 14 | 18
CSc1nc(N(C)CCO)c2sc3nc(-c4ccco4)c4c(c3c2n1)CCC4 | 37 | 19
COC(=O)c1ccc(C(=O)OC)c(NC(=O)CSc2cccc[n+]2[O-])c1 | 27 | 29
COc1cc(-c2cc(C(F)(F)F)n3ncc(C(=O)O)c3n2)cc(OC)c1OC | -22 | 44
Nc1nonc1-c1noc(COc2ccccc2Cl)n1 | -7 | 39
(list continues)
SMILES | Htt clearance | Htt clearance grain fraction
CCC(C)NC(=O)C1CCN(C(=O)N(C)C)CC1 (stereo not drawn) | 6 | 40
COc1ccc(OC)c(C2C3=C(CCCC3=O)Nc3c2c(=O)n(C)c(=O)n3C)c1 (stereo not drawn) | -7 | 20
COC(=O)C1=C(NC(=O)c2cccs2)CCS1 | -35 | 49
O=C(NC1CCCC1)C(c1cccs1)N(C(=O)c1ccco1)c1ccc2c(c1)OCCO2 (stereo not drawn) | 60 | 8.3
CN(C)c1ccc(CNC(=O)CN(C)S(=O)(=O)c2cccc3cccnc23)cc1 | 69 | 14
Cc1ccc(-n2ncc(C#N)c2/N=C/N(C)C)cc1 | 58 | 7.8
Cc1nnc(SCc2ccc(C(=O)c3ccc(Cl)cc3)o2)n1-c1ccccc1 | -19 | 20
COc1ccc(C(CNC(=O)Cc2cc(OC)c(OC)c(OC)c2)N2CCCC2)cc1 (stereo not drawn) | -44 | 65
COc1ccccc1C(=O)NCc1ccncc1 | 37 | 21
O=C(c1ccc(O)cc1)c1ccc(Cl)cc1 | -17 | 45
Cc1nc2c(-c3ccccc3)c(C)[nH]n2c(=O)c1Cl | 10 | 14
Cc1oc(C(=O)O)cc1COc1ccc2c(C)cc(=O)oc2c1 | 6 | 17
O=S(=O)(c1ccccc1)N(C1=NCCS1)S(=O)(=O)c1ccccc1 | 7 | 32
Cc1cc(C(F)(F)F)c2c(N)c(C(=O)Nc3cc(C)on3)sc2n1 | 5 | 21
Cn1c(=S)[nH]c2ccccc21 | 3 | 20
O=c1c2ccccc2n2nnnc2n1-c1ccccc1 | 19 | 19
CN(CP(=O)(O)C(O)c1ccccc1)S(C)(=O)=O (stereo not drawn) | -10 | 44
CCOC(=O)N1CCN(C(=O)c2cn(CC(C)C)c(=O)c3c2c2ccccc2n3C)CC1 | -50 | 29
O=C1CC(Nc2ccc(N3CCOCC3)cc2)C(=O)N1C1CCCCC1 (stereo not drawn) | -1 | 19
Cc1ccc(-n2cnc3c(sc4nccc(N(C)C)c43)c2=O)cc1 | 62 | 7.6
CCSc1nnc(NC(=O)C2Cc3ccccc3CN2C(=O)c2ccco2)s1 (stereo not drawn) | -4 | 35
O=C1CSc2nc3ccccc3n21 | 53 | 19
NC1(N)OC(CN2C(=O)c3ccccc3C2=O)CS1 (stereo not drawn) | -8 | 42
CN(C(=S)NC1=CCS(=O)(=O)C1)C1CCCCC1 | 0 | 21
C=C(C)CN(CC)c1nc(N)c(C#N)c(CC#N)c1C#N | 8 | 37
COCc1nnc(NC(=O)c2cc(Cl)ccc2OC)s1 | 0 | 19
NC(=O)c1c(NC(=O)c2cc3ccccc3o2)sc2c1CCC2 | -59 | 56
CCOC(=O)CCc1c(C)c2ccc(OCc3nn[nH]n3)c(C)c2oc1=O | -74 | 59
COc1cccc(C(=O)NCc2nnc(SCC(=O)Nc3nccs3)n2-c2ccccc2)c1 | -17 | 36
CCn1c(Cc2ccccc2)nnc1SCC(=O)Nc1ccc(OC)cc1 | -2 | 19

An excerpt from above in order of the Htt clearance value, high to low:
SMILES | Htt clearance | Htt clearance grain fraction
CCOc1ccc(NC2=NCC(=O)N2Cc2cccs2)cc1 | 66 | 13
COc1ccc(CN2CCCC(C(=O)N3CCCC3)C2)cc1 (stereo not drawn) | 37 | 24
Cc1ccc(S(=O)(=O)N(C)CC(=O)OCc2nnc(-c3ccccc3)o2)cc1 | -27 | 45

Ordered by formula weight (rising): some entries from above.
SMILES | Htt clearance | Htt clearance grain fraction
NC1(N)OC(CN2C(=O)c3ccccc3C2=O)CS1 (stereo not drawn) | -8 | 42
COc1ccc(CN(C)CCc2ccccn2)c(OC)c1OC | -225 | 103
CCn1c(Cc2ccccc2)nnc1SCC(=O)Nc1ccc(OC)cc1 | -2 | 19
OCCN1CCN(C2Cc3cc(Cl)ccc3Sc3ccc(Cl)cc32)CC1 (stereo not drawn) (tested in a mixture with another compound) | 46 | 9.5
CCOC(=O)C1CCCN(C(=O)c2ccc(CS(=O)(=O)Cc3ccccc3C)o2)C1 (stereo not drawn) | -10 | 20
Cc1ccc(CN(c2ccc(C(=O)NCc3ccc4c(c3)OCO4)cc2)S(C)(=O)=O)cc1 | 43 | 14

Continued.
SMILES | Htt clearance | Htt clearance grain fraction
COc1cc(OC)cc(C(=O)N(Cc2nc(-c3cccc(C)c3)no2)C(C)C)c1 | 12 | 17
O=C(N1CCCCC1)N1CCN(c2ccc(Cl)cc2)CC1 | 42 | 12
CCC(C)(C)n1nnnc1C(c1ccc2ncccc2c1)N1CCN2CCCC2C1 (stereo not drawn) | 45 | 12
COc1ccc(CNc2oc(Cc3cccc4ccccc34)nc2C#N)cc1 | -7 | 37
COCc1cc(=O)[nH]c(Nc2nc(C)c3cc(OC)ccc3n2)n1 | 5 | 27
CCCNC(=O)C1CC(=O)N(c2ccc(OCC(=O)Nc3cccc(C)c3C)cc2)C1 (stereo not drawn) | 46 | 18
Cn1c2c(c3ccccc31)CCSC2=O | 21 | 27
N#Cc1cc(-c2ccccc2)nn1-c1ccccc1 | -12 | 18
CCOC(=O)CN1C(=O)C(O)=C(C(C)=O)C1c1ccc(F)cc1 (stereo not drawn) | 10 | 20
Cc1ccc(S(=O)(=O)NCCOc2nc(N3CCOCC3)nc(N3CCOCC3)n2)cc1 | 29 | 23
CCCC(C(=O)NC1CCCC1)N(Cc1ccc2c(c1)OCO2)C(=O)c1snc(C(N)=O)c1N (stereo not drawn) | 31 | 14
COCCCNC(=O)C1CCN(S(=O)(=O)N(CC(C)C)CC(C)C)CC1 | -14 | 23
CCOc1cccc(NCc2cc3c(C(C)(C)C)nn(-c4ccccc4)c3[nH]c2=O)c1 | -36 | 44
COc1ccc(NC(=O)CC2C(=O)N(c3cccc(OC)c3)C(=O)N2CCC(C)C)cc1 (stereo not drawn) | -23 | 29
CSCCC(NS(=O)(=O)/C=C/c1ccccc1)C(=O)N1CCC(C)CC1 (stereo not drawn) | -58 | 48

Entries of single compounds, looked up by structure.
Entry for COCc1cc(=O)[nH]c(Nc2nc(C)c3cc(OC)ccc3n2)n1 → Htt clearance: 5; Htt clearance grain fraction: 27
Entry for COc1ccc(CNc2oc(Cc3cccc4ccccc34)nc2C#N)cc1 → Htt clearance: -7; Htt clearance grain fraction: 37

Additional entries follow.
SMILES | Htt clearance | Htt clearance grain fraction
CC(=O)NC1CC(C)(C)N(OC(C)=O)C(C)(C)C1 | -4 | 20
COc1ccc(Cl)cc1NC(=O)NC1CCCCC1 | 40 | 11
COc1ccc(/C=N/n2c(-c3cccs3)n[nH]c2=S)cc1 | -3 | 39
CCOc1ccc2nc(SCC(=O)NCc3ccco3)sc2c1 | -18 | 40
c1ccc(-c2nc3ccccc3c3nncn23)cc1 | 22 | 34
O=C(O)CCN1C(=O)c2ccncc2C1=O | ? | .
O=C1c2ccccc2C(=O)c2c1ccc(C(=O)N1CCCCC1)c2NCCO | -25 | 48
O=C(NC1CCN(C(=O)NC2CCCCC2)CC1)c1ccco1 | -4 | 22
